TNF death inh: TNF-alpha cell death inhibition in Jurkat FADD-/- cells; Jurkat FADD-/- TNF necroptosis rescue, ATP luminescence, 24 h; 0 = TNF only, 100 = no-TNF cells; AID 463075; activation (protection from cell death), % at 10 µM; hit rate 0.068% among 220,000;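 active means activation, meaning protection from cell death, of at least 50% relative to plate controls; inactive means activation below 50%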;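 further: necroptosis triggered by 40 ng/mL TNF-alpha added together with compound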
PPC-1+TRAIL kill: compounds killing PPC-1 cancer cells with TRAIL present (potentiator screen, no TRAIL-free arm) | PPC-1 cells + TRAIL, ATPLite viability luminescence | cell killing (% activity), % at 4 µM | hit rate 0.41% among 220,000 | AID 1443;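 active means cell killing above 50% in the first pass at 4 µM, then a duplicate retest at 5 µM averaging 50% or more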;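 further: plate controls were cells with TRAIL plus DMSO for no effect and medium-only wells lacking cells for full effect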
Wee1 stabilizer: inhibitors of human Wee1 degradation; reporter increase, % at 5 µM; AID 1321; P30291; HeLa Luc-Wee1K328M stability, luciferase luminescence; 100% = proteasome inhibitor MG132 effect; hit rate 1.2% among 220,000;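 active means activation above the mean of all tested compounds plus 3 SD, set per screening run, cut at about 8.8% in these data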;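 further: cells exposed to compound for 20 h before luminescence read; 0% = DMSO alone and 100% = MG132 at 30 µM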
RBBP9 inhibitor: blocks human serine hydrolase RBBP9; hit rate 0.2% among 220,000; recombinant RBBP9, FP-Rh probe fluorescence polarization; inhibition, % at 7.94 µM; O75884;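 active means inhibition above the campaign mean of all tested compounds plus 3 SD, cut at about 14% in these data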;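 further: plate controls were DMSO wells with RBBP9 for no effect and wells lacking RBBP9 protein for full effect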
Target sequence (O75884 whole entry, looked up): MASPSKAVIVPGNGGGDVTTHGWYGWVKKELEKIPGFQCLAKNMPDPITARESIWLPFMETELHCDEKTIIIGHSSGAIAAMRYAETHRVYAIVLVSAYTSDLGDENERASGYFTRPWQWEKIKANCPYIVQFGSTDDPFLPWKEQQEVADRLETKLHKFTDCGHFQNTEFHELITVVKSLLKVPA
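Assay system: recombinant human RBBP9; Reagent: Serine-hydrolase probe FP-Rh, 375 nM pre-mixing; Doses: 7.94 µM single dose, 0.794% DMSO; Incubation: 30 min then 45 min, 25 °C; Detection: fluorescence polarization (mP), excitation 525 nm, emission 598 nm; Evaluation: percent inhibition from mP, scaled between DMSO and no-protein wells.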
CHOP inh: inhibitors of CHOP induction in ER stress response; CHO-K1 CHOP-promoter luciferase, tunicamycin-induced, 15-18 h; inhibition, % at 10 µM; hit rate 3.8% among 220,000;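 active means compounds that reduced the stress-induced luciferase reporter signal by more than about 70% of percent inhibition, limit read from the data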;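 further: 0% = tunicamycin plus vehicle and 100% = wells without tunicamycin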
Ba/F3 V617F tox: reduce viability of Ba/F3 cells dependent on JAK2V617F; Ba/F3 EpoR-JAK2V617F viability, ATP luminescence; inhibition, % at 5.6 µM; hit rate 1.1% among 220,000;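 active means inhibition above the campaign mean plus 3 SD over all tested compounds, cut at about 24% in these data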;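 further: cytokine-independent growth of Ba/F3 cells driven by EpoR plus mutant JAK2; 0% = DMSO-treated cells and 100% = JAK inhibitor I control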
BaF3 tox: counter-screen for JAK2V617F inhibitors: parental Ba/F3 viability inhibitors. CellTiter-Glo ATP luminescence. inhibition, % at 5.6 µM. hit rate 1.1% among 220,000;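 active means inhibition above a per-campaign cutoff, the mean inhibition of all tested compounds plus 3 SD, cut at about 27% in these data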;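 further: 0% = DMSO wells and 100% = JAK Inhibitor I control wells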
TRPML3 agonist: agonists of human TRPML3 channel; Q8TDD5; HEK293 TRPML3-YFP, Fluo-8 calcium fluorescence; 100% = the carbachol control signal; activation, % at 3 µM; hit rate 0.29% among 220,000; AID 1448;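 active means activation above its plate's cutoff, the mean activation of the plate's test wells plus 3 SD, cut at about 12% in these data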;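 further: 0% = DMSO only wells and 100% = carbachol wells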
Target sequence (Q8TDD5 whole entry, looked up): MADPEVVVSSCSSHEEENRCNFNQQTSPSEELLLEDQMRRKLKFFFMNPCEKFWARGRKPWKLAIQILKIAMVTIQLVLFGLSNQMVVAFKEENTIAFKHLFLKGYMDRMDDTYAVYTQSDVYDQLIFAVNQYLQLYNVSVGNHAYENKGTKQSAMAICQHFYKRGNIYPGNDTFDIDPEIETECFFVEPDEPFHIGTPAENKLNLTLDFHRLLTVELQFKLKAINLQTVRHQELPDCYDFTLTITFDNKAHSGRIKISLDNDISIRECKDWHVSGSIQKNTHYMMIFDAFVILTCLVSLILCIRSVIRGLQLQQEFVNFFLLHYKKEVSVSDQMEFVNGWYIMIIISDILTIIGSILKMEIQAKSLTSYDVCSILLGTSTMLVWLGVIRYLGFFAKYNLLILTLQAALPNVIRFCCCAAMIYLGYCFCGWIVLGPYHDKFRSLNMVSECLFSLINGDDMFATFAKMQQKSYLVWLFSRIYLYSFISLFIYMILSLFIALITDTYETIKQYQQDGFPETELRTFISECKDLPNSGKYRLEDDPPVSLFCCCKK
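Test system – HEK293 line with stable expression of human TRPML3-YFP channel · Control set – carbachol 87 µM final as high control (100%), DMSO as low control (0%) · Signal – Fluo-8 calcium dye fluorescence, ex 470-495, em 515-575 nm · Incubation – 1-h 37 °C dye load, 5-s basal, 120-s post-compound reads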
zfTRPN1 agonist: activates the zebrafish TRPN1 channel | HEK293 zebrafish TRPN1-YFP, Fluo-8 calcium fluorescence; 100% = response to 87 µM carbachol | activation, % at 3 µM | hit rate 0.18% among 220,000 | AID 1424;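 active means activation above its plate's cutoff, the mean activation of test wells on that plate plus 3 SD, cut at about 19% in these data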;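 further: 0% = DMSO alone and 100% = 87 µM carbachol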
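System: zebrafish TRPN1-YFP in HEK293 cells / Dosing: 3 µM single point / Timing: dye loading 1 h at 37 °C, then 30 min room temperature / Signal: Fluo-8 calcium fluorescence, excitation 470-495 nm, emission 515-575 nm / Read-out basis: percent activation from peak over basal fluorescence ratio, control-normalized / Control set: high carbachol 87 µM, low DMSO alone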
An asterisk follows results filed as active. This is a random part of the collection; 6.8% or so of the library scored in one or more.

Preview (6 entries):
#	compound	TNF death inh	PPC-1+TRAIL kill	Wee1 stabilizer	RBBP9 inhibitor	CHOP inh	Ba/F3 V617F tox	BaF3 tox	TRPML3 agonist	zfTRPN1 agonist
1	O=C(NCCCN1CCOCC1)C(=O)N/N=C/c1ccccc1	2.5	12.0	3.5	0.3	-14.8	2.3	10.9	0.2	0.3
2	CCC(C)NC(=O)c1c(F)c(F)c(F)c(F)c1F (stereo not given)	-1.0	18.2	1.1	-6.3	14.9	-6.4	1.2	0.8	0.6
3	COc1ccc(/C=C/C(=O)Nc2cc(S(=O)(=O)N3CCCCC3)ccc2N2CCCCC2)cc1OC	3.9	-10.3	-0.2	-10.2	26.6	2.6	3.0	0.1	0.1
4	O=C(Cn1c(CO)nc2ccccc21)Nc1cc(C(F)(F)F)ccc1N1CCOCC1	0.0	-2.6	-2.8	6.8	53.2	-0.3	4.5	0.7	0.4
5	O=C(NC1CCCCNC1=O)c1ccc(Cl)cc1 (stereo not given)	-3.6	22.5	-0.4	-8.7	23.6	-1.2	3.6	0.4	1.8
6	COc1cc(NC(=S)NC(=O)c2ccccc2F)ccc1NC(=O)c1cccs1	-0.7	12.5	0.6	-5.4	10.0	-0.1	4.2	0.5	-0.6

The whole of this part, from the start:
#	compound	TNF death inh	PPC-1+TRAIL kill	Wee1 stabilizer	RBBP9 inhibitor	CHOP inh	Ba/F3 V617F tox	BaF3 tox	TRPML3 agonist	zfTRPN1 agonist
1	O=C(NCCCN1CCOCC1)C(=O)N/N=C/c1ccccc1	2.5	12.0	3.5	0.3	-14.8	2.3	10.9	0.2	0.3
2	CCC(C)NC(=O)c1c(F)c(F)c(F)c(F)c1F (stereo not given)	-1.0	18.2	1.1	-6.3	14.9	-6.4	1.2	0.8	0.6
3	COc1ccc(/C=C/C(=O)Nc2cc(S(=O)(=O)N3CCCCC3)ccc2N2CCCCC2)cc1OC	3.9	-10.3	-0.2	-10.2	26.6	2.6	3.0	0.1	0.1
4	O=C(Cn1c(CO)nc2ccccc21)Nc1cc(C(F)(F)F)ccc1N1CCOCC1	0.0	-2.6	-2.8	6.8	53.2	-0.3	4.5	0.7	0.4
5	O=C(NC1CCCCNC1=O)c1ccc(Cl)cc1 (stereo not given)	-3.6	22.5	-0.4	-8.7	23.6	-1.2	3.6	0.4	1.8
6	COc1cc(NC(=S)NC(=O)c2ccccc2F)ccc1NC(=O)c1cccs1	-0.7	12.5	0.6	-5.4	10.0	-0.1	4.2	0.5	-0.6
7	CC(C)OCCCNC(=O)CNC(=O)c1cccs1	0.1	6.2	0.4	14.6*	-11.2	-0.6	2.7	0.0	0.0
8	CC(=O)c1cccc(NC(=O)CC2Oc3ccc(C)cc3NC2=O)c1 (stereo not given)	-1.7	-2.4	-3.0	-5.5	-10.9	-4.5	5.7	0.6	0.9
9	COc1cc(C=O)ccc1OCCOCCOc1ccccc1Cl	-4.0	12.9	-0.7	-0.3	4.8	3.7	4.5	-0.3	-0.5
10	O=C(/C(=C/c1ccc(Cl)cc1)c1nc2ccccc2[nH]1)c1ccccc1	-19.4	23.9	-0.6	-9.7	-48.2	-3.1	-1.9	-0.3	-1.2
11	COc1cc(OC)c(-c2c3cc(O)c(=O)cc-3oc3cc(O)c(O)cc23)cc1OC	-3.4	1.4	0.2	-169.0	19.9	8.0	14.5	206.0*	291.0*
12	Cc1csc(SCC(=O)NCCc2ccc(Cl)cc2Cl)n1	1.7	0.3	3.2	-3.8	52.9	0.8	3.7	-0.3	1.0
13	C=CCNc1ccc(F)c(F)c1N1CCCCCC1=O	-0.2	9.6	0.2	0.9	-18.8	1.6	4.7	-0.4	-0.1
14	COc1ccc(OC)c(C(=O)CN2CCN(S(=O)(=O)c3ccc(Br)cc3)CC2)c1	2.9	15.8	-3.0	-5.0	7.5	3.8	8.8	0.5	0.8
15	CCS(=O)(=O)NCCc1csc(-c2ccccc2)n1	0.5	10.0	2.5	1.1	17.5	-0.7	3.7	0.7	1.2
16	Cc1ccc(OCc2nnc(SCc3nc4ccccc4[nH]3)n2Cc2ccco2)cc1	-1.3	5.8	1.8	-11.3	36.0	-0.2	4.0	0.2	4.9
17	Cc1ccc(N2OC3C(=O)NC(=O)C3C2c2ccco2)cc1 (stereo not given)	-0.7	19.1	-2.9	-10.3	4.4	2.0	0.3	0.2	0.0
18	Cc1cc(SCC(=O)c2cc3ccccc3o2)nc2ccccc12	-0.7	18.4	3.4	-9.8	16.9	-0.3	2.0	2.3	2.3
19	CCOc1ccc(S(=O)(=O)N(CC)CC)cc1NS(=O)(=O)c1ccc(F)c(F)c1F	0.7	14.4	-3.4	-5.0	-2.6	-0.1	3.9	-0.1	-2.1
20	COc1cc(-c2nnc(COc3ccc(Cl)cc3C)o2)cc(OC)c1OC	-0.7	-6.9	1.1	-8.6	71.6*	-0.8	4.8	0.3	-1.0

#	compound	TNF death inh	PPC-1+TRAIL kill	Wee1 stabilizer	RBBP9 inhibitor	CHOP inh	Ba/F3 V617F tox	BaF3 tox	TRPML3 agonist	zfTRPN1 agonist
21	CN(CC(=O)N1CCc2ccccc21)S(=O)(=O)c1cccs1	-3.1	-3.9	13.8*	-2.4	5.2	-1.3	5.8	0.3	-1.2
22	O=C(O)Cc1ccc(NC(=O)c2cnccn2)cc1	0.7	0.9	1.3	5.8	9.5	-2.1	0.2	0.8	0.5
23	Cc1cc(SCC(=O)Nc2cccc(S(=O)(=O)N3CCOCC3)c2)nc2ccccc12	1.4	-14.0	-2.0	-10.4	17.4	0.1	0.9	-0.2	1.3
24	Cc1c(CNC2CCC(C)CC2)c(C(=O)O)c(C)n1Cc1ccccc1 (stereo not given)	1.9	-8.9	0.1	-9.5	11.5	-0.4	2.3	0.5	0.0
25	Cc1cc(C)nc(N2CCCC(C(=O)NCC(c3ccccc3)c3ccccc3)C2)n1 (stereo not given)	-1.2	20.3	-2.6	-0.5	-5.5	-4.0	1.0	-0.7	-1.4
26	CCCCCC(=O)NNC(=O)c1c(O)c2ccccc2n(CC)c1=O	1.2	4.5	-2.9	4.6	36.2	2.0	9.1	1.4	2.0
27	CCN(C(=O)c1cc(Cl)ccc1OC)c1ccccc1	-1.8	6.8	-0.2	-9.9	14.4	-2.2	-0.1	0.0	-1.5
28	O=c1c(Cl)c(NCC2CCCO2)cnn1C12CC3CC(CC(C3)C1)C2 (stereo not given)	0.6	27.0	5.7	-4.2	11.1	0.5	1.2	1.0	-0.2
29	S=C(Nc1ccc2nsnc2c1)N1CCCCC1	1.4	9.3	-2.0	-4.9	-1.7	3.9	9.7	0.0	-0.5
30	Cc1cc(=S)cc(C)n1CCCn1ccnc1	1.2	-0.7	-3.0	-8.4	-0.9	-1.9	3.6	-0.1	0.0
31	O=C1N=c2ccccc2=C1c1sc(=S)n(-c2ccc(O)cc2)c1O	-1.9	-4.4	-1.1	-2.4	-11.9	-2.0	-3.5	-0.3	-2.1
32	O=C(CCSc1nnc(-c2ccc(O)cc2)o1)N1CCOCC1	-0.3	-10.3	0.1	-1.6	28.2	-1.6	4.5	1.0	2.1
33	CC1=Nn2c(nnc2-c2ccccc2)SC1	0.1	23.7	1.0	-3.0	-30.6	1.3	3.6	0.2	1.2
34	Cc1ccc(-c2n[nH]c(=S)n2/N=C/c2c(C)nn(-c3ccccc3)c2C)cc1	1.7	16.1	-1.3	-8.2	108.7*	-2.7	5.3	0.3	1.0
35	Cn1c(N)c(C(=O)COC(=O)C2CCCCC2)c(=O)n(C)c1=O	1.2	6.8	-0.3	-4.7	10.6	-3.6	1.3	0.3	0.3
36	CC(=O)Nc1cccc(OCC(=O)NS(=O)(=O)c2ccc(C)cc2)c1	-0.8	-5.8	0.1	10.6	-15.2	-1.0	0.9	0.2	-1.0
37	CC1CC(c2ccccc2)n2nc(N3C(=O)c4ccccc4C3=O)nc2N1 (stereo not given)	-2.0	0.4	1.1	7.0	18.4	1.4	5.3	0.6	1.9
38	O=C(COC(=O)c1ccc2c(c1)OCO2)NC1CCS(=O)(=O)C1 (stereo not given)	2.6	12.5	1.0	2.9	-20.1	-0.2	0.7	0.6	1.1
39	COc1ccc(Cc2nnc(NC(=O)c3cccc([N+](=O)[O-])c3)s2)cc1	2.3	2.2	4.9	-4.5	12.2	-7.6	2.4	1.1	0.2
40	COc1ccccc1-n1c(CCn2nc(C)c(Br)c2C)n[nH]c1=S	1.3	-1.9	-2.1	-6.7	15.6	-0.3	1.2	0.5	-1.5

#	compound	TNF death inh	PPC-1+TRAIL kill	Wee1 stabilizer	RBBP9 inhibitor	CHOP inh	Ba/F3 V617F tox	BaF3 tox	TRPML3 agonist	zfTRPN1 agonist
41	O=C(COC(=O)c1cccc(S(=O)(=O)N2CCCCC2)c1)NC1CCCc2ccccc21 (stereo not given)	1.9	12.9	2.3	3.7	10.5	1.1	3.5	-0.3	-0.1
42	CCn1c(SCC(=O)Nc2nccs2)nnc1-c1cc2cccc(OC)c2o1	0.2	22.7	1.2	-5.2	4.7	-0.3	1.4	1.2	-0.8
43	Cc1ccc(NC(=O)Cc2c(O)c3ccccc3[nH]c2=O)c(C)c1	-0.5	7.9	0.0	-9.2	-5.0	0.9	-2.0	0.8	0.3
44	COc1ccccc1N1CCN(C(=O)C2CCN(S(=O)(=O)c3ccc(Cl)cc3)CC2)CC1	-10.6	-10.2	-3.3	-2.8	30.9	7.6	19.3	0.8	3.3
45	O=C(Nc1ccc2nc3n(c(=O)c2c1)CCCC3)c1cc([N+](=O)[O-])ccc1F	7.6	13.5	4.0	-8.2	44.1	1.5	-4.9	0.2	-0.3
46	CCCN1CCN(C(=S)Nc2ccccc2C(F)(F)F)CC1	-1.0	0.7	-1.5	-3.8	10.2	-4.3	0.3	0.7	0.5
47	CC(C)NS(=O)(=O)c1cc(C(=O)O)ccc1Cl	-0.1	-0.8	-0.8	-0.8	-24.3	2.8	2.6	0.6	0.0
48	Cc1oc(-c2cccc(C(F)(F)F)c2)nc1CN1CCN(c2ccccn2)CC1	0.8	1.4	-2.6	-3.8	24.0	-1.5	-0.1	0.8	0.1
49	COC(=O)CNC(=O)C(Cc1ccccc1)NS(=O)(=O)c1ccc2c(c1)c(=O)n(C)c(=O)n2C (stereo not given)	-0.1	13.8	0.6	-2.9	2.5	0.4	5.9	0.3	-0.8
50	O=C(COc1cc(O)c2c(=O)cc(-c3ccccc3)oc2c1)c1ccccc1	-5.7	9.2	-1.2	-9.8	26.5	0.4	2.6	-0.1	-1.3
51	CC(=O)Nc1ccc(NC(=O)COC(=O)c2ccco2)cc1	-0.1	-0.5	-2.2	-1.9	-8.0	-3.1	-1.6	-0.5	-0.3
52	Cc1ccc(N=C2NC(=O)c3cc([N+](=O)[O-])ccc32)cc1	-0.9	18.4	1.3	-0.8	18.9	0.7	5.9	1.0	1.8
